Assay outcomes from PubChem.
PglD DTNB: inhibitors of Campylobacter jejuni PglD acetyltransferase; inhibition, % at 12.5 µM; purified PglD enzyme, DTNB colorimetric CoA detection; 360,000 compounds, 0.098% hits; AID 602405; in the data active means inhibition above about 16%, passing the limit was not always enough; inconclusive means no clear call, values can overlap the other calls; further: strong numbers were not always called active
GSIS activator: GLuc luminescence reporter in INS-1E cells, primary screen for activators of glucose-dependent secretion of insulin | INS-1E GLuc reporter insulin secretion, 2-3 h | activation, % at 16.6 µM | 370,000 compounds, 0.61% hits;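 active means lowest replicate activation of at least 40%, so every replicate reaches that level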;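 further: 0% = median of neutral control wells and 100% = median of IBMX positive control wells; some compounds called inactive have numbers as strong as hits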
ARNT-TACC3 inh: disruptors of human ARNT/TACC3 interaction; inhibition, % at 9.99 µM; AID 623870; 390,000 compounds, 0.66% hits; AlphaScreen His-ARNT PAS-B/GST-TACC3 binding, luminescence; TACC3 fragment carries E629A point mutation; Q9Y6A5;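 active means mean inhibition of replicates at least 50% and at least half of replicates each reaching 50%; inconclusive means half or more replicates reach 50% but mean below 50%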;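 further: 0% = complete ARNT plus TACC3 wells and 100% = ARNT alone without TACC3; many hits fall short of the cut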
Cneo AK release: Cryptococcus neoformans lysis via adenylate kinase release | C. neoformans lysis, adenylate kinase release luminescence, 4 h; normalised: neutral wells 0, clomiphene wells 100 | 360,000 compounds, 0.2% hits | lysis activity, % at 15 µM | AID 651654;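 active means mean lysis activity across replicates of at least 80%, whatever share of replicates individually reach that level; inactive means mean lysis activity below 80%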
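Assay system: C. neoformans cells. Amount: yeast cell density of 5 × 10^6 cells/mL. Technique: AK luminescence. Buffer or medium: YPD. Times: static 4 h at 37 °C with compound, 1 h detection. Dosing: single-point compound dose. Read-out: lysis from increased AK signal.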
Statin myotox sup: suppression of simvastatin myotoxicity. C2C12 myotubes + simvastatin, ATP luminescence, 48 h; scaled: DMSO 0, geranylgeraniol control 100. rescue of ATP level, % at 7.49 µM. 330,000 compounds, 0.78% hits;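 active means mean ATP rescue above about 67%, or every replicate alone reaching that limit, limit read from the data, passing the limit was not always enough; inconclusive means no clear call, values can overlap the other calls; inactive means mean under the limit and some replicate under it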;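 further: myotubes were challenged with 10 µM simvastatin during compound exposure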
PAX8 reporter: PAX8 transcriptional activity inhibition; RMG-I TPO-luciferase reporter, SteadyGlo, 24 h; inhibition, % at 12.6 µM; 360,000 compounds, 1.2% hits; AID 652154;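 active means mean replicate inhibition at least 60% with every replicate also reaching 60%; inconclusive means only one of the two criteria is met; inactive means mean below 60% and not all replicates reaching 60%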;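 further: luciferase light reporting Pax8 driven TPO promoter activity; plate controls were median of neutral control wells for no effect and mitoxantrone controls for full effect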
PGC1a acetyl inh: lowers PGC1a acetylation signal in U2OS cells. AlphaScreen anti-acetyl-lysine; with virally co-expressed GCN5 acetyltransferase. inhibition, % at 15.6 µM. 350,000 compounds, 0.17% hits;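 active means every replicate shows inhibition of at least 40%; inconclusive means mean inhibition at least 40% but some replicate below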;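 further: 0% = neutral control wells and 100% = positive control wells; some results beyond the cut were filed as inactive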
LGR2 antag: inhibitors of bursicon-induced Drosophila LGR2 receptor cAMP signaling; HEK293 LGR2, CRE-luciferase, bursicon-stimulated, 4 h; 380,000 compounds, 0.35% hits; inhibition, % at 9.99 µM;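 active means drop in luminescence signal, shown as inhibition above about 50% in the replicate tests, limit read from the data, passing the limit was not always enough; inconclusive means probably only some replicates passing the limit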;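 further: agonist challenge used bursicon conditioned medium at about half maximal strength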
Starred values were filed as active, the others as inactive; ? = inconclusive; nt = not tested or not shown; & = joins results of further samples. Compounds as they come; overall some 2.9% were active at least once.

Molecule	PglD DTNB	GSIS activator	ARNT-TACC3 inh	Cneo AK release	Statin myotox sup	PAX8 reporter	PGC1a acetyl inh	LGR2 antag
COC(=O)c1ccc(OCC(O)CNCC(c2ccc(OC)cc2)N(C)C)c(OC)c1 (stereo unspecified)	-2.5	-9.3	nt	-1.2	3.3	-30.7	5.5	-26.3
Cc1onc(-c2ccccc2)c1C(=O)NCC1COc2ccccc2O1 (stereo unspecified)	0.9	15.7	-15.7	-0.1	18.4	nt	-5.0	-3.2
CCOc1cccc2sc(N(CCCN(C)C)C(=O)c3ccc(C(=O)c4ccccc4)cc3)nc12	4.3	-42.0	23.1	23.7	-77.1	-1.0	-7.8	1.6
CC(C)C(C(=O)Nc1ccccc1)N1C(=O)c2ccccc2C1=O (stereo unspecified)	-0.5	-2.6	9.1	0.9	5.8	-14.4	-3.7	-7.1
COCC(=O)Nc1ccc2c(c1)C(=O)N(C)C[C@H](OC)[C@H](C)CN(C(=O)CC1CC1)[C@H](C)CO2	2.9	-0.2	4.5	-0.3	4.9	nt	12.4	5.9
CCN(CC)c1ccc(NC(=O)CSc2nc(C)cc(=O)[nH]2)cc1	nt	-7.5	-5.9	-2.0	-6.1	-9.0	5.7	-17.7
CCOc1ccc(N2CC(C(=O)NCCc3ccc(S(N)(=O)=O)cc3)CC2=O)cc1 (stereo unspecified)	30.7*	-3.0	nt	0.0	-0.2	2.8	2.0	-6.7
COc1cccc(C=Nc2ccc3c(c2)OCCO3)c1O	6.3	nt	-1.9	-1.2	19.0	nt	6.5	nt
CC(=C/c1ccccc1)/C=N/NC(=O)c1cccs1	2.2	-23.4	nt	-14.8	nt	-174.7	-1.1	-4.8
COc1ccc(NC(=O)c2ccc3ncsc3c2)cc1	-0.1	6.6	-15.5	-2.8	14.4	-99.2	-3.7	-79.8
Cc1nc2ncnn2c(C)c1CCC(=O)N1CCOCC1	2.0	nt	-1.4	1.8	-0.8	13.9	12.5	nt
CCN(CC)C(=O)C1=C(C)NC(=O)NC1c1c(F)cccc1Cl (stereo unspecified)	3.1	nt	-3.2	4.3	6.0	12.3	-2.7	nt
Fc1ccccc1-n1cn[nH]c1=S	nt	6.5	-1.7	nt	nt	-53.1	nt	-17.4
CC(C)(C)SCCNC(=O)/C=C/c1ccc([N+](=O)[O-])cc1	nt	-47.9	-4.0	nt	nt	-18.8	nt	1.4
COCC#Cc1cnc2c(c1)C(=O)N([C@H](C)CO)C[C@H](C)[C@H](CN(C)Cc1ccccc1)O2	-0.5	7.8	-5.8	2.4	8.0	nt	7.3	3.2
C[C@@H](NC(=O)C[C@@H]1C[C@H]2c3cc(NC(=O)c4cccnc4)ccc3O[C@H]2[C@H](CO)O1)c1ccccc1	3.1	18.0	-1.0	-2.1	0.6	-10.3	-1.5	14.8
CN1CCN(c2ccc(S(=O)(=O)N3CCCCC3)cc2NC(=O)COc2cccc(Cl)c2)CC1	-0.7	-29.7	12.8	-0.3	-12.7	-0.9	8.9	4.9
O=C(NC(c1ccc(-c2ccccc2)cc1)c1cnccn1)C1CCN(CCOc2ccc(Cl)cc2Cl)CC1 (stereo unspecified)	1.0	2.0	nt	3.7	3.4	16.2	12.9	-4.6
CCC(C)n1c(SCC(=O)N(CC)c2c(N)n(Cc3ccccc3)c(=O)[nH]c2=O)nc2ccccc2c1=O (stereo unspecified)	-4.8	10.0	1.8	3.2	-23.6	1.6	0.5	-9.3
CC(C)CNC(=S)NNC(=O)c1csc2c1CCC(C)C2 (stereo unspecified)	-8.4	-23.5	-0.4	-0.4	2.5	nt	2.1	nt
C[C@H](CO)N1C[C@H](C)[C@@H](CN(C)CC2CCCCC2)Oc2c(NC(=O)c3nc4ccccc4s3)cccc2C1=O	3.3	-2.9	18.4	7.1	16.6	nt	?	0.9
Cc1cccc(C)c1N1CCc2cn[nH]c21	-1.6	1.2	1.5	2.2	-10.1	nt	-0.5	-19.8
Cc1onc(-c2ccccc2Cl)c1C(=O)N(Cc1nc(-c2ccccc2)no1)C1CCCCC1	-0.1	3.1	3.4	-1.2	5.8	nt	-28.1	22.2
O=C(CSc1nnc(-c2ccncc2)n1Cc1ccco1)Nc1ccccc1Cl	nt	12.6	-13.0	nt	nt	1.2	-12.6	nt
CCN1C[C@@H]2[C@@H]3C(=O)N(C)C(=O)[C@@H]3[C@](C)(C1=O)N2C(=O)c1ccc(Cl)cc1	4.7	4.5	-4.7	0.1	-3.2	16.1	-8.8	4.0
CCO[C@H]1OC(C(=O)Nc2ccccc2)=C[C@@H](c2cn(C(C)=O)c3ccccc23)[C@@H]1CCCO	0.3&-0.7	-7.2	-5.0	-13.0&-1.4	9.0	9.7&24.9	-10.3	-3.5
C[C@H](CO)N1C[C@H](C)[C@@H](CN(C)C(=O)Nc2cc(F)ccc2F)Oc2cc(/C=C/c3ccccc3)ccc2S1(=O)=O	7.4	-2.6	-0.3	-12.6	-57.9	66.4*	-15.6	13.1
O=C(Cc1cn(Cc2cccc(Cl)c2)c2ccccc12)N1CCCC1	-2.9	-26.8	nt	4.2	27.5	-2.1	-8.8	7.9
Cc1noc(C)c1NC(=O)N[C@H]1CC[C@H](CC(=O)N2CCCCC2)O[C@H]1CO	-1.6	-12.1	0.5	7.9	-4.3	-3.0	2.6	-3.4
CC(=O)Nc1ccc(NC(=O)CSc2ccc(-c3sc(C)nc3C)nn2)cc1	5.3	0.1	-2.0	-1.4	-12.4	-4.1	6.3	-6.5
O=C(C[C@@H]1C=C[C@H](NS(=O)(=O)c2ccccc2)[C@@H](CO)O1)NCc1ccc(Cl)c(Cl)c1	-4.9	-1.4	-9.0	-20.6	1.9	8.5	9.6	-4.0
COCc1cc(=O)[nH]c(-c2ccccc2)n1	7.7	-7.0	9.9	-1.9	-17.5	-3.7	1.4	-3.6
CCN(CC)C(=O)Cn1ncc2c1-c1ccccc1OC2	1.2	nt	nt	2.2	4.6	-2.8	nt	-23.9
CCOC(=O)c1ccc(Nc2nnc(C)c3ccccc23)cc1	6.7	nt	-3.9	-2.6	-9.6	-66.8	nt	nt
CCOc1ccc(NS(=O)(=O)c2ccc(NC(=O)c3ccccn3)cc2)cc1	-2.8	nt	21.3	42.5	13.8	-4.9	-7.7	-6.3
CC(C)n1c(-c2cccs2)nc2ccccc21	0.3	nt	-6.5	7.7	nt	nt	4.6	nt
c1ccc(-n2c(-c3ccncc3)nnc2N2CCOCC2)cc1	3.6	nt	0.2	0.7	32.7	nt	7.2	nt
CC(C)[C@H]1C(=O)Nc2ccccc2N1C(=O)N[C@@H](Cc1ccccc1)C(=O)N[C@H](C(=O)O)c1ccccc1	-2.5	nt	0.3	3.7	-9.1	nt	-1.8	nt
Cc1ccc(C2CC(=O)Oc3cc(C)cc(C)c32)cc1 (stereo unspecified)	-1.9	15.4	-10.2	-1.0	4.8	-15.7	3.9	3.6
COc1cc2[nH]c(=S)n(CCN3CCCCC3C)c(=O)c2cc1OC (stereo unspecified)	0.5	nt	1.2	0.4	-36.3	nt	nt	nt
C[C@H]1CN([C@@H](C)CO)C(=O)c2cc(/C=C/c3ccccc3)cnc2O[C@@H]1CN(C)C(=O)CN1CCOCC1	-0.5	-4.5	-13.5	1.0	-1.0	2.6	2.0	9.6
O=C(CCN1C(=O)c2ccccc2S1(=O)=O)Nc1cccc2ccccc12	nt	3.7	-6.7	nt	nt	13.6	nt	-1.4
COc1cc(C(=O)NCC(=O)N2CCN(S(=O)(=O)c3cc(C)ccc3C)CC2)cc(OC)c1OC	3.3	-8.8	-7.3	0.2	-19.2	3.5	nt	15.9
Oc1ccc(C[C@@H](CN2CCC[C@@H]2CN2C(=S)NC[C@@H]2Cc2ccccc2)N2C[C@H](Cc3ccccc3)N(CCc3ccccc3)C2=S)cc1	-2.3	23.8	nt	-1.0	8.4	20.1	-6.7	9.9
COc1cc(OC)c(C(=O)Nc2ccncc2)cc1OC	-5.5	18.1	28.1	-2.9	-10.1	5.5	nt	-15.5
Cc1ccccc1C(=O)Nc1ccccc1N1CCCCC1	nt	-9.8	-2.9	nt	nt	-1.9	nt	3.1
CC1CCCN(C(=O)c2nn(C)c3c2CS(=O)(=O)c2ccccc2-3)C1 (stereo unspecified)	6.0	9.6	-4.5	-3.9	10.1	9.8	-11.2	8.7
CC(=O)Nc1cccc(-c2ccnc3c2CC(C)(C(=O)Nc2cccc(C(C)=O)c2)O3)c1 (stereo unspecified)	-2.4	-8.8	nt	-0.4	11.6	21.0	-17.9	-15.9
N#Cc1nc(COc2ccc(-c3ccccc3)cc2)oc1NCc1cccnc1	-5.2	nt	0.6	-0.1	9.4	nt	36.8	nt
CC1CC(Nc2ccccc2N)=CC(=O)O1 (stereo unspecified)	5.0	nt	-1.3	2.5	nt	nt	-0.6	nt
CCOC(=O)C1CCN(Cc2ccc3ccccc3c2)CC1	-18.3	12.7	-1.7	1.1	5.6	30.5	nt	15.7
Cc1ccc(C2N=C(N)Nc3nc(=O)c4ccccc4n32)cc1 (stereo unspecified)	nt	1.6	-5.2	nt	nt	-0.6	nt	2.6
COc1ccccc1-c1cc(C(F)(F)F)nc(NCc2cccs2)n1	-0.7	nt	-2.1	3.9	-1.4	37.7	-5.6	nt
CC(=O)NCC(=O)OCC(=O)Nc1nc(-c2ccccc2)cs1	-6.0	-3.4	-3.7	-2.0	-4.5	-33.3	10.7	-15.9
CC1CC(C)CN(c2oc(Cc3ccccc3)nc2C#N)C1 (stereo unspecified)	nt	-27.7	33.1	nt	nt	9.0	nt	-13.9
COc1ccc(NC(=O)C2CC(=O)N(c3ccccc3Cl)C2)c(OC)c1 (stereo unspecified)	3.0	7.1	nt	-1.1	nt	-3.2	10.9	-16.7
CC(C)CC#Cc1ccc([C@@H]2[C@H]3CN(C(=O)c4cccc(F)c4)CC(=O)N3[C@H]2CO)cc1	nt	2.8	nt	nt	nt	33.0	-15.0	12.6
C/C(=N\NC(=O)Cc1c[nH]c2ccccc12)c1ccc2ccccc2c1	nt	-30.9	0.3	nt	nt	12.0	-4.0	-8.7
CCOC(=O)c1sc2nc(NC(=O)C3CCCCC3)sc2c1C	-0.6	nt	-10.4	3.9	-0.4	-34.9	-12.9	-16.6
S=C(NCc1ccccc1)Nc1ccncc1	3.1	-22.6	1.8	1.8	-7.3	24.8	-2.9	-11.5
O=C(CCN1CCCCC1)NCC[C@H]1CC[C@@H](NC(=O)Cc2cccnc2)[C@H](CO)O1	nt	19.6	nt	nt	5.0	1.9	-5.3	-1.4
COCC#Cc1ccc2c(c1)O[C@H](CN(C)Cc1ccccc1F)[C@H](C)CN([C@@H](C)CO)S2(=O)=O	-2.8	-22.6	5.6	5.4	-16.6	nt	-3.8	4.7
